aDG glyco act = increases alpha dystroglycan glycosylation | 360,000 compounds, 0.22% hits | activation, % at 10 µM | Pro5-aDG cells, alpha-DG glycosylation AlphaScreen (IIH6); 0% Pro5, 100% B10-LARGE cell signal;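 active = activation of at least 8% versus controls, or a plate z-score of at least 8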;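 also: Pro5 are CHO cells carrying HIG-tagged alpha-DG that lacks glycosylation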
CaV13 FRET inh = Primary screen for inhibitors of IQ motif and Ca2+-dependent inactivation inhibitor domain binding in CACNA1D, Förster resonance energy transfer in living cells, …; 340,000 compounds, 0.098% hits; inhibition, % at 12.3 µM; HEK cells, CFP/YFP FRET ICDI-IQ, plate reader, 10 min; percent FRET-ratio fall versus neutral wells;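 active = mean replicate inhibition of at least 30% and at least 1% of replicates passing that level; inconclusive = only one of the two criteria is met; inactive = neither criterion is met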;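 also: 0% = median of the neutral control wells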
Granule exo inh = blocks lytic granule exocytosis; TALL-104 LAMP-1 surface exposure, flow cytometry; cells stimulated with thapsigargin and PMA; inhibition, % at 10 µM; 360,000 compounds, 0.66% hits;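 active = inhibition above about 55%, limit read from the data; inconclusive = no clear call, values can overlap the other calls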
ABCB6 inh MLPCN = blocks the human ABCB6 transporter; Q9NP58; K562-ABCB6 porphyrin accumulation, flow cytometry, 1 h; hits give low values; fluorescence ratio to DMSO, % at 10 µM; 360,000 compounds, 0.19% hits; AID 602162;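 active = fluorescence ratio to DMSO below 75%, the collection mean minus 3 SD; inconclusive = too few cells collected in the well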;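 also: signal is porphyrin accumulated inside mitochondria; 100% equals median channel fluorescence of DMSO control wells; lower ratio means ABCB6 inhibition with less porphyrin fluorescence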
m5-HT2A agonist = mouse HTR2A agonism via beta-arrestin recruitment; P35363; CHO-K1 mHTR2A beta-arrestin complementation, luminescence; percent of 30 µM serotonin response; activation, % at 7.6 µM; 360,000 compounds, 0.66% hits; AID 624169;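 active = activation above a run cutoff, the mean activation of all tested compounds plus 3 SD, cut at about 14% in these data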;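 also: 0% = plate median of compound wells and 100% = 30 µM serotonin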
Target sequence (P35363 whole entry, looked up): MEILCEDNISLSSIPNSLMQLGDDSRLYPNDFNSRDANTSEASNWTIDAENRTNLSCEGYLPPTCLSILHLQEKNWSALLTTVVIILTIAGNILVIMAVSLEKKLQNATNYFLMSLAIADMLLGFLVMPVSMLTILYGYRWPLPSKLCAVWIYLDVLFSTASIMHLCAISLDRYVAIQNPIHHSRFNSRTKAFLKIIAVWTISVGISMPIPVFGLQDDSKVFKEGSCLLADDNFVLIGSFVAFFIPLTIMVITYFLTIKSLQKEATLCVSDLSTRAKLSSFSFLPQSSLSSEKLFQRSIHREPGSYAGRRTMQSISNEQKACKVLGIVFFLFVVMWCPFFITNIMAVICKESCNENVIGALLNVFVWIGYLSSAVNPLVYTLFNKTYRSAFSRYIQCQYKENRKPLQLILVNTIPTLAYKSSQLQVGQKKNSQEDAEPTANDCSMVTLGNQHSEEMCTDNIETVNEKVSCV
Cardio protect = modulators protecting cardiomyocytes from myocardial damage; H9c2 cardiomyocytes, H2O2 injury protection, ATPLite, 2 h; 360,000 compounds, 0.63% hits; protection from H2O2 cell death, % at 20 µM;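 active = compounds giving at least 50% protection of heart cells from peroxide-induced death in the single-dose screen, raw or plate-pattern-corrected value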;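 also: 0% = DMSO wells with peroxide and 100% = DMSO wells without peroxide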
iPSC survival up = enhancers of human iPSC single-cell survival; hiPSC single-cell survival, ATPlite luminescence; 100% = ROCK inhibitor wells, 0% = DMSO; survival enhancement, % at 20 µM; 360,000 compounds, 0.044% hits; AID 602274; in the data active = survival enhancement above about 18%;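 also: cells exposed to compounds for 16 hours before the ATP read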
PDI inh = PDI (human) enzyme inhibition. inhibition, % at 10 µM. P07237. 350,000 compounds, 0.052% hits. AID 588391. PDI insulin aggregation turbidity, A650, 90 min;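 active = mean inhibition across replicates of 30% or more, whatever share of single replicates reach that level; inconclusive = mean inhibition below 30% while every single replicate reaches 30%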;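 also: absorbance from insulin aggregation driven by PDI reduction with DTT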
Target sequence (P07237 whole entry, looked up): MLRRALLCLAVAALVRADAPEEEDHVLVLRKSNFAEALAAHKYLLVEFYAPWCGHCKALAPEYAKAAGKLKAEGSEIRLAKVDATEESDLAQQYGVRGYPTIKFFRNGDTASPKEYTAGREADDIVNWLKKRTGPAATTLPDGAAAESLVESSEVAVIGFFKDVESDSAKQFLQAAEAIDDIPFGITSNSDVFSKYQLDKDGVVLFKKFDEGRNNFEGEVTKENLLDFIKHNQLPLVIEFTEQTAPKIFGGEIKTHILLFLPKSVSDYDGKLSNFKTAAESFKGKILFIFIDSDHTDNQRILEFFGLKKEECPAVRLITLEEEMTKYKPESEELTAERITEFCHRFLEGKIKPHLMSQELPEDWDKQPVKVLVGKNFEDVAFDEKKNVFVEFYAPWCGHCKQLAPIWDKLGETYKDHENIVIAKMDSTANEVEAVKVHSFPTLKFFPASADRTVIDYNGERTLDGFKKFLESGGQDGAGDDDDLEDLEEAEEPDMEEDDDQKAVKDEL
N-glyco inh = blocks N-linked glycosylation in D54 reporter cells; D54 ERlucT glycosylation luciferase reporter, 24 h; percent of 100 nM tunicamycin response; reporter increase, % at 12.5 µM; 360,000 compounds, 0.23% hits;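 active = mean luciferase reporter signal, scaled so untreated is 0 and the glycosylation-blocking control 100, at or above a set limit in every replicate; inconclusive = mean reaches the limit but not every replicate does; inactive = mean below the limit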;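 also: luciferase carries N-glycosylation sites so blocking glycosylation raises the light; 0% = median of neutral control wells and 100% = median of 100 nM tunicamycin wells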
Vif inh = inhibitors of HIV Vif; HEK293T cells, Vif self-association by quenched fluorescence, imaging, 24 h; inhibition, % at 7.49 µM; 340,000 compounds, 0.35% hits; AID 602346; in the data active = inhibition above about 50%, passing the limit was not always enough; inconclusive = no clear call, values can overlap the other calls; inactive = below about 31%; also: some results filed as inactive read as strong as hits
* marks the source's active call; other numbers are inactive results; ? = inconclusive; . = no result given.

Below each SMILES: aDG glyco act	CaV13 FRET inh	Granule exo inh	ABCB6 inh MLPCN	m5-HT2A agonist	Cardio protect	iPSC survival up	PDI inh	N-glyco inh	Vif inh
- O=S(=O)(c1ccccc1F)N1CCC(Oc2ccc(-n3cnnn3)cc2)CC1
  0.1	-14	-2	104	0	0	0.1	-9	-2	6
- COc1ccccc1NS(=O)(=O)c1ccc(C)c(NC(=O)c2ccc(S(=O)(=O)N3CCCCCC3)cc2)c1
  0.8	-5	-2	97	-6	-3	-1.4	2	-5	-8
- COc1cc2c(cc1OC)CN(C(=O)c1ccc(OC)c(S(=O)(=O)N3CCOCC3)c1)CC2
  -0.2	.	-4	93	-2	15	-1.6	-1	-2	6
- CCOC(=O)CSc1nnc(-c2ccc(Cl)cc2Cl)o1
  -0.2	-4	0	98	-3	-6	4.5	-5	0	-7
- CC(C)CNS(=O)(=O)c1ccc(CCC(=O)N2CCN(c3ccccc3)CC2)cc1
  0.8	-12	2	89	4	3	-2.5	-4	-1	-4
- CCCCNC(=O)c1onc(CSc2ccc(Cl)cc2)c1C(=O)NCCCC
  0.2	-11	70*	96	1	1	-2.7	0	-3	.
- CC1(C)CC(=O)C2=C(C1)Nc1cc(Cl)ccc1S2
  -0.1	-4	-2	97	-2	1	-0.3	0	2	1
- O=C(NC(=S)NCc1ccccc1)c1ccc(Br)o1
  -0.2	-9	-2	99	-3	-4	0.6	-4	2	-7
- CCOC(=O)N1CCC(NC(=O)c2cc(S(=O)(=O)N3CCOCC3)ccc2F)CC1
  0.2	-5	7	103	0	-4	-1.8	-2	1	-3
- Cc1cc(C)n(-c2ccc(F)cc2)c(=O)c1C#N
  -0.2	-6	0	99	-2	0	-1.6	3	2	6
- O=C(NCc1cccnc1)C1CCCCN1S(=O)(=O)c1ccc(F)cc1 (stereo not given)
  0.2	-5	5	102	2	-6	0.6	4	-1	4
- OCC1(c2cc(C(F)(F)F)n[nH]2)CCCCC1
  0.0	-1	-5	98	3	4	-0.9	8	2	18
- CCN(CC)C(=O)c1cc2c(=O)n3ccccc3nc2s1
  0.0	-3	3	99	-5	6	1.5	.	-2	-3
- COc1cccc([C@@H]2Oc3ccc(OC)cc3C(=O)[C@H]2O)c1
  -0.3	.	10	92	1	7	-3.2	21	-18	-4
- O=C(O)CSc1cccnc1Sc1ccc(Cl)cc1
  0.0	1	-12	92	6	0	0.2	3	2	-5
- CCOC(=O)[C@H]1[C@H]2COc3cc(OC)ccc3[C@@H]2N2C(=O)c3ccc(F)cc3NC(=O)[C@@]12C
  0.2	-10	-4	101	1	17	-0.3	-2	0	-3
- CCN(CC)C(=O)CS(=O)CC(=O)Nc1cc(OCCOC)c(Cl)cc1Cl (stereo not given)
  0.2	-3	1	108	-2	-2	3.8	8	3	-4
- COc1ccc(CC(=O)OC(C)C(=O)Nc2ccc(Cl)cn2)cc1 (stereo not given)
  -0.2	-2	-4	101	10	4	-0.5	-1	2	-5
- O=C(O)CCC(=O)Nc1ccc(Br)cn1
  0.1	-7	3	98	0	9	-1.2	-6	4	.
- Cc1nnc(SCCCn2c(N3CCCCC3)nc3c2c(=O)[nH]c(=O)n3C)s1
  -0.1	-6	3	94	-4	6	0.0	1	4	6
- Cc1ccc2cc3c(N)c(C(=O)Nc4c(C)[nH]c(=O)[nH]c4=O)sc3nc2c1
  -0.3	-8	0	99	4	1	1.8	-7	1	21
- COc1ccc(OC)c2c1nc1n2CCS1
  -0.4	-4	4	104	-4	-1	2.5	-16	-1	3
- CCOC(=O)CC1COc2ccccc2N1C(=O)c1ccc(C)cc1 (stereo not given)
  -0.2	-5	1	96	5	1	-0.3	-2	0	-5
- CS(=O)(=O)c1ccc(N2CCN(c3ccccn3)CC2)c([N+](=O)[O-])c1
  -0.2	-3	-5	94	4	-2	-0.6	9	-3	-3
- CCOCCCNC(=O)C(NC(=O)c1ccccn1)c1ccc(C)cc1 (stereo not given)
  0.1	.	-4	90	-4	-4	-0.7	17	2	?
- COC(=O)[C@]12CCCCC=C1N(Cc1cccc3ccccc13)C(=O)[C@H](CC(=O)NCCCN1CCCC1=O)C2
  -0.1	-9	6	98	3	.	0.6	.	.	.
- CC(C)(C)c1ccc(OCCCC(=O)Nc2cccc(S(=O)(=O)N3CCOCC3)c2)cc1
  0.0	-8	13	95	4	-20	0.4	26	-6	-12
- CCOC(=O)C1=CN(Cc2cccc(I)c2)S(=O)(=O)N(C)C1C (stereo not given)
  0.2	-5	-1	103	-3	-10	1.5	8	0	0
- COc1ccccc1/C=C/C=N/n1c(-c2ccc(C)cc2)n[nH]c1=S
  0.0	-4	1	98	-3	3	-0.6	23	0	10
- CC(NC(=O)c1ccc(Cl)cc1)C(=O)NC1=NCCS1 (stereo not given)
  -0.1	-5	-6	98	-4	0	1.1	-1	1	2

Following part.
molecule | aDG glyco act | CaV13 FRET inh | Granule exo inh | ABCB6 inh MLPCN | m5-HT2A agonist | Cardio protect | iPSC survival up | PDI inh | N-glyco inh | Vif inh
Cc1ccccc1NC(=O)NC1CCCc2ccccc21 (stereo not given) | 0.0 | . | -1 | 97 | 0 | 3 | -0.3 | 13 | 0 | -5
Cc1ccccc1NC(=O)c1cccc(N2C(=O)C3CCCCC3C2=O)c1 (stereo not given) | 0.0 | -4 | 7 | 99 | 5 | -7 | -0.4 | 9 | 5 | 8
CCc1ccc(-c2cc(C)no2)cc1S(=O)(=O)Nc1ccc(C)cn1 | 0.0 | -14 | -3 | 95 | 3 | 0 | 1.0 | -6 | 4 | 0
COc1ccc(C(=O)Nn2c(C)nc3ccccc3c2=O)cc1[N+](=O)[O-] | -0.2 | -18 | -10 | 97 | -1 | 1 | 1.1 | -5 | 1 | -10
Cc1cccc(Nc2nc(N3CCCC3)nc(N3CCCC3)n2)c1 | -0.1 | -9 | 0 | 91 | 0 | -14 | 1.4 | -2 | -2 | -8
CCCn1nc(C(=O)Nc2cc(C(=O)OC)ccc2C)c2ccccc2c1=O | 0.3 | -7 | -2 | 93 | 8 | 3 | 0.1 | 0 | -1 | .
O=C(c1ccc(Br)o1)N(Cc1ccccc1)c1ccccn1 | -0.1 | -4 | -1 | 97 | 12 | 1 | -0.9 | 4 | -2 | 1
Cc1ccc(NC(=O)CCC(=O)OC(C(=O)c2ccc(C)c(C)c2)c2ccccc2)c(C)c1 (stereo not given) | 0.0 | -2 | 0 | 94 | 2 | -4 | 5.0 | -1 | -1 | 0
CCCCn1nnnc1C(c1ccccc1)N1CCN(c2ccccc2OC)CC1 (stereo not given) | -0.2 | -5 | -6 | 97 | 5 | . | -0.1 | . | . | .
CC(C)c1ccc(C2(C)NC(=O)N(CC(=O)NC3CCCC(C)C3C)C2=O)cc1 (stereo not given) | 0.7 | -2 | -3 | 96 | 1 | -10 | -1.7 | 18 | 9 | ?
CC(=O)Nc1ccn(Cc2c(F)cccc2Cl)n1 | -0.1 | -3 | 0 | 101 | 1 | -4 | 5.4 | 2 | -1 | -3
Cc1ccc(C)c(N(CC(=O)NC(C)C)C(=O)CCC(=O)Nc2ccccn2)c1 | 0.0 | -3 | -12 | 107 | 1 | 3 | 0.4 | -4 | -2 | 1
NC(=O)C1CCN(C(=O)/C=C/c2cccc(Br)c2)CC1 | 0.0 | 6 | -4 | 98 | -3 | -1 | -0.6 | -2 | -1 | -14
O=C(CCCn1c(=S)[nH]c2cc3c(cc2c1=O)OCO3)N1CCN(c2ccccc2)CC1 | 0.0 | -4 | 2 | 99 | -2 | 6 | -2.2 | 5 | 1 | 1
Cc1ccc(-c2cc(-c3ccc(F)cc3)n[nH]2)c(O)c1 | -0.1 | -5 | 4 | 102 | -6 | -12 | 0.4 | 13 | -12 | -14
Cc1cccc(Nc2nc3c(c(=O)n(C)c(=O)n3C)n2CC(O)CO)c1 (stereo not given) | 0.0 | . | 0 | 109 | 2 | 11 | -1.5 | -7 | 0 | .
Cc1cc(NC(=O)COc2ccc(Cl)cc2Cl)n(CCC#N)n1 | 0.0 | . | 2 | 100 | -5 | -2 | -0.3 | 0 | -1 | -2
C/C(=N\NC(=O)Cn1nc(C)c(Br)c1C)c1cccs1 | 0.0 | -4 | -7 | 100 | 2 | -1 | -3.6 | 2 | 1 | 4
Cc1cccc(NC(=O)CSc2nc3[nH]ncc3c(=O)[nH]2)c1 | 0.1 | -4 | -3 | 94 | 1 | 8 | 0.5 | -7 | 4 | -1
COc1cccc(CNS(=O)(=O)c2c(C)nc3scc(C)n3c2=O)c1 | -0.2 | -15 | 12 | 98 | 3 | 0 | 1.3 | -9 | -2 | -4
O=C1CN(C(=O)CSc2ccccn2)c2ccccc2N1 | 0.0 | -6 | 0 | 101 | -3 | 3 | 6.0 | -2 | -1 | -5
CC(C)(C)c1ccc(CCC(CC(=O)O)CC(=O)O)cc1 | -0.4 | -2 | 4 | 103 | 0 | 6 | 0.2 | 0 | 2 | -6
COC(=O)c1ccc(CNC(=O)COC(=O)c2cc(Cl)nc(Cl)c2)cc1 | 1.2 | -4 | 2 | 99 | 3 | 1 | 0.2 | 2 | -1 | 1
COc1ccc(NC(=O)C2C3C=CC(C3)C2C(=O)NCc2ccco2)cc1 (stereo not given) | 0.1 | . | -1 | 96 | 3 | -6 | 0.9 | 7 | 0 | 2
CN(CC(=O)Nc1c(Cl)cccc1Cl)C(=O)CNC(=O)C1CCCCC1 | 2.2 | . | -3 | 101 | 7 | 4 | -0.4 | 4 | 1 | -5
O=Cc1c(NCCc2cccc(F)c2)c2ccccc2[nH]c1=O | -0.1 | -21 | -2 | 100 | 0 | 2 | -0.6 | 2 | 0 | -13

One compound at a time (already shown). Order of screens: aDG glyco act | CaV13 FRET inh | Granule exo inh | ABCB6 inh MLPCN | m5-HT2A agonist | Cardio protect | iPSC survival up | PDI inh | N-glyco inh | Vif inh
`CN(CC(=O)Nc1c(Cl)cccc1Cl)C(=O)CNC(=O)C1CCCCC1` reads 2.2 | . | -3 | 101 | 7 | 4 | -0.4 | 4 | 1 | -5
`O=C1CN(C(=O)CSc2ccccn2)c2ccccc2N1` reads 0.0 | -6 | 0 | 101 | -3 | 3 | 6.0 | -2 | -1 | -5
`Cc1cccc(NC(=O)CSc2nc3[nH]ncc3c(=O)[nH]2)c1` reads 0.1 | -4 | -3 | 94 | 1 | 8 | 0.5 | -7 | 4 | -1
`COc1cccc(CNS(=O)(=O)c2c(C)nc3scc(C)n3c2=O)c1` reads -0.2 | -15 | 12 | 98 | 3 | 0 | 1.3 | -9 | -2 | -4

Screening data deposited in PubChem by several laboratories.
